# UTI89 phage lysis – protection from phage-mediated lysis, alamar blue read-out – E. coli UTI89, K1F phage, bacterial capsule biogenesis inhibitors (AID 488966); 0.02% of 340,000 active; E. coli UTI89 K1F phage lysis, alamar blue, 2 h; higher % means a stronger effect; inhibition, % at 100 µM, or IC50 in µM where a hit was titrated;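 active = phage lysis inhibition, versus mean bacterial control, above a set limit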;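 also: capsule biogenesis inhibitors block K1F phage lysis so surviving cells raise fluorescence; higher fluorescence means more inhibition of phage lysis; actives were called in the ten point dose series up to 300 µM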
# Active calls of the source: *; [ ] = remark or other dose. This is a subset; count on the stated rates, not on these rows.
SMILES | UTI89 phage lysis
O=C(CCC(=O)N1CCN(Cc2ccc(F)cc2)CC1)Nc1nnc(C2CCCCC2)s1 | 0.0%
O=C(Nc1nccs1)c1ccc(N2CCOCC2)c([N+](=O)[O-])c1 | -0.3%
COc1cc(CNS(=O)(=O)CCl)cc(OC)c1OC | 2.1%
Cc1ccc(C(=O)COC(=O)CN2C(=O)C3CC=CCC3C2=O)cc1[N+](=O)[O-] (stereo not given) | 0.1%
CN1CCN(CCOCCOc2ccc(Br)cc2Cl)CC1 | 0.4%
Cc1ccc(NC(=O)c2ccc(COc3ccccc3[N+](=O)[O-])o2)nc1 | 0.3%[50 µM]
Cc1ccc2nc(NC(=S)NC(=O)c3ccc(OC(C)C)cc3)sc2c1 | 0.1%
CCC1CCC2(CC1)NC(=O)N(CC(=O)Nc1ccc(OC)c(Cl)c1)C2=O (stereo not given) | 0.4%[50 µM]
CN(c1ccccc1)S(=O)(=O)c1cccc(NC(=O)c2ccc(Cl)c([N+](=O)[O-])c2)c1 | -0.2%[50 µM]
O=C(CCN1CCN(C(=O)c2ccccc2)CC1)c1ccc(Br)cc1 | 0.4%
O=C(Nc1cccc(Br)c1)c1ccc2c(c1)SC1=NS(=O)(=O)CCN12 | 0.0%[50 µM]
Cc1cccc([C@@H]2[C@@H]3C(=O)N(C)C(=O)[C@@H]3[C@@H]3C(=O)Nc4ccccc4C(=O)N23)c1 | 1.5%
O=C(COC(=O)Cc1ccc(S(=O)(=O)N2CCOCC2)s1)Nc1ccc(OC(F)F)cc1 | 0.4%[50 µM]
O=C(NN1C(=O)NC2(CCCCC2)C1=O)c1cc2cc(Cl)ccc2o1 | 0.1%[50 µM]
Cc1c(C(=O)N2CCC[C@H]2C(N)=O)oc2c(F)cccc12 | -1.5%
O=C(Nc1cccc2ncccc12)c1cccc(Br)c1 | -0.9%[50 µM]
Cc1cc(NC(=O)CCC(=O)N(Cc2ccco2)C(C(=O)NC2CCCC2)c2ccc(F)cc2)no1 (stereo not given) | 0.1%
COc1ccccc1C(=O)COC(=O)CN1C(=O)NC2(CCCC2)C1=O | 2.1%[50 µM]
Nc1c(C(=O)Nc2ccc3c(c2)OCCO3)nnn1Cc1ccccc1Cl | 1.0%[50 µM]
O=Cc1ccc(OCC(=O)N2CCc3ccccc32)c(Br)c1 | -0.4%[50 µM]
CC(OC(=O)C1CSC2(C)CCC(=O)N12)C(=O)Nc1cccc(C#N)c1 (stereo not given) | 1.0%[50 µM]
Cc1ccc(CN2CCCN(Cc3cc(C)ccc3C)S2(=O)=O)cc1 | 0.0%
CC1CCCN(C(=O)CCS(=O)(=O)c2ccc3c(c2)n(C)c(=O)c(=O)n3C)C1 (stereo not given) | 5.0%
CC(C)Cn1c(=O)c2sccc2n2c(CCCC(=O)N3CCC(N4CCCCC4)CC3)nnc12 | 0.2%
O=[N+]([O-])c1ccc(Cl)c(S(=O)(=O)/N=C(/Nc2cccnc2)c2ccccc2)c1 | 7.6%
Cc1oc(/N=C/c2cccc([N+](=O)[O-])c2)c(C#N)c1C | 2.0%
CCCCn1c(N)c(N(CCOC)C(=O)c2oc3ccc(OC)cc3c2C)c(=O)[nH]c1=O | -0.1%
CC(=O)NNC(=O)CSc1nnc(-c2ccccc2)c(-c2ccccc2)n1 | 0.4%
COc1cccc(C(=O)N(C)CC(=O)Nc2cccc3ccccc23)c1 | 0.5%[50 µM]
Cc1cccc(CN2CCC(CNC(=O)Cn3ncc4c([nH]c5ccccc54)c3=O)CC2)c1 | 0.4%
CN(C)S(=O)(=O)c1cccc(C(=O)OCC(=O)Nc2ccc3c(c2)OCCO3)c1 | 0.2%[50 µM]
C/C(=N\NC(=O)CNC(=O)c1cccnc1)c1cccc(O)c1 | 0.0%
CCOC(=O)CN1C(=O)N[C@@H](c2cccc(C(F)(F)F)c2)C(C(C)=O)=C1C | -0.5%
CC(=O)c1c(C)nc2ccc([N+](=O)[O-])cc2c1-c1ccccc1 | -1.7%
C=C(NC(=O)C(=C)NC(=O)c1csc(C2=NC3c4csc(n4)C4NC(=O)c5csc(n5)C(C(C)(O)C(C)O)NC(=O)C5CSC(=N5)/C(=C/C)NC(=O)C(C(C)O)NC(=O)c5csc(n5)C3(CC2)NC(=O)C(C)NC(=O)C(=C)NC(=O)C(=C)NC(=O)C(C(C)C)NC2C=Cc3c(C(C)O)cc(nc3C2O)C(=O)OC4C)n1)C(N)=O (stereo not given) | 2.7%
C/C(=N/NS(=O)(=O)c1ccc(Cl)cc1)c1cccc(NC(=O)c2ccncc2)c1 | 0.8%[50 µM]
Nc1ccc(C(=O)NC23CC4CC(CC(C4)C2)C3)cc1 | 1.2%
CC(=O)c1ccc(S(=O)(=O)NCc2ccc(C(=O)N(C)CC(=O)Nc3cccc(F)c3)cc2)cc1 | -0.4%
Cc1ccc(Nc2c(O)nc[nH]c2=O)cc1C | 3.2%
Cc1cc(C)cc(-n2ncc3c2CCCC3NC(=O)CCN2Cc3ccccc3C2=O)c1 (stereo not given) | -0.2%
O=C(CN1CCN(Cc2ccccc2)CC1)Nc1cccc(Cl)c1 | 1.7%
COc1ccc2c(c1)c(=Cc1ccc(N(C)C)cc1)c1cc(-c3ccccc3)[n+](C)n12 | 0.7%
Cc1ccc(OCC(=O)N/N=C/C=C/c2ccco2)c(Br)c1 | -0.1%[50 µM]
CCCCn1c(N)c(N(CC(C)C)C(=O)c2cccs2)c(=O)[nH]c1=O | 0.4%[50 µM]
Cc1cc(Sc2ccc([N+](=O)[O-])cn2)ccc1Br | 0.6%
CCOC(=O)N1CCN(CC(=O)c2ccc(O)cc2O)CC1 | 4.1%
CN(C)c1ccc(/C=C(\NC(=O)c2ccccc2)C(=O)NCCCn2ccnc2)cc1 | 1.1%
CC1=C(C(N)=O)C(c2ccc(F)cc2)n2nc(CCCO)nc2N1 (stereo not given) | 0.3%
CCCN(CC(=O)Nc1ccccc1OC)C(=O)c1nc2nc(C)ccn2n1 | 0.6%[50 µM]
O=[N+]([O-])c1cc([N+](=O)[O-])c(Oc2cccc3ccccc23)cc1NN1CCCCC1 | 0.8%
COc1cc(NC(C)CCc2ccccc2)cc(OC)c1OC (stereo not given) | -0.2%
Cc1ccccc1Nc1nc(N)nc(COC(=O)CCNS(=O)(=O)c2ccccc2)n1 | 2.6%[50 µM]
O=C(C[C@@H]1C/C=C/CC[C@@H](Cc2ccc(F)cc2)C(=O)OC[C@H](Cc2ccccc2)NC1=O)N[C@H](CO)Cc1ccccc1 | -0.2%
CCOc1ccc(C(=S)N2CCCC2)c(OCC)c1 | 2.0%
Cc1ccc(S(=O)(=O)N2CCN(C(=O)CCCN3C(=O)NC4(CCCC4)C3=O)CC2)cc1C | 0.6%[50 µM]
CCc1ccc(N2CC(C(=O)OCC(=O)N(CC)c3c(N)n(Cc4ccccc4)c(=O)[nH]c3=O)CC2=O)cc1 (stereo not given) | 0.1%

# Remaining list, next part:
SMILES | UTI89 phage lysis
O=C(COc1ccc(S(=O)(=O)N2CCOCC2)cc1Cl)N1CCOCC1 | 0.2%
O=C(N/C(=C/c1ccc(Cl)cc1)C(=O)N1CCOCC1)c1ccccc1 | 0.1%
O=C(COC(=O)/C=C/c1ccc(OC(F)F)cc1)NC1CCCCCC1 | -2.6%
C=C(C)Cn1c(N2CCCC2)nc2c1c(=O)n(C)c(=O)n2C | 0.0%
Cc1sc2ncnc(N3CCC(C(=O)Nc4nc(-c5ccc(F)cc5)cs4)CC3)c2c1C | 0.7%[50 µM]
CCN(CC)CCN(C(=O)/C=C/c1cccs1)c1nc2ccc(F)cc2s1 | 0.1%
Nc1nccnc1C(=O)OCC(=O)NNC(=O)c1ccccc1 | -0.1%
COc1cc(C(=O)NCCSc2ccc(F)cc2)cc(OC)c1OC | 0.3%
CCN(C(=O)COC(=O)C(c1ccccc1)c1ccccc1)c1c(N)n(Cc2ccccc2)c(=O)[nH]c1=O | 0.3%[50 µM]
CCc1ccc(C(=O)C(C)OC(=O)CN2C(=O)NC3(CCCC3)C2=O)cc1 (stereo not given) | 0.7%[50 µM]
CN(C)C(CNc1ncccn1)c1ccccc1 (stereo not given) | 0.2%
Cc1ccc(NC(=O)Cn2nnc(C(=O)NCCc3ccccc3)c2N)c(C)c1 | 0.2%
Cc1cccc(NC(=O)C2CCCN(C(=O)NCc3ccccc3)C2)c1C (stereo not given) | 0.1%
O=C1CCN(S(=O)(=O)c2cc(C(F)(F)F)ccc2Cl)CC1 | 1.1%[50 µM]
CCOc1ccc(NC(=O)c2ccccc2-c2ccccc2C(=O)O)cc1 | 1.9%
Cc1ccc(C(=O)Nc2ccc(C(=O)N/N=C/c3ccccn3)cc2)cc1 | -0.3%
O=C(CSc1nnnn1-c1cccc(F)c1)NC1CCCCC1 | -0.2%[50 µM]
Cc1cccc(C)c1NC(=O)Cn1c(=O)n(CCCC(=O)NC2CCN(Cc3ccccc3)CC2)c(=O)c2ccccc21 | 0.0%
Cc1ccc(NS(=O)(=O)c2ccc(Cl)s2)nc1 | 0.1%
Cc1ccc2c(C)c(C(=O)N3CCN(Cc4ccccn4)CC3)oc2c1C | 1.3%[50 µM]
O=S(=O)(c1cccc(C(F)(F)F)c1)N1CCC(CO)(CCCc2ccccc2)CC1 | -1.7%
CC1CC(C)CN(C(=O)C(C)N2CCN(S(=O)(=O)c3ccc(C(F)(F)F)cc3)CC2)C1 (stereo not given) | -0.1%[50 µM]
COc1ccc(CCN2Cc3c(N)cccc3C2=O)cc1OC | 0.3%
Cc1ccc(C)c(NC(=O)C2CC3CCC2C3)c1 (stereo not given) | 0.7%
CCC1(C)NC(=O)N(CC(=O)Nc2cc(C)on2)C1=O (stereo not given) | 0.0%[50 µM]
O=C(C1CCN(c2ncnc3c2nc2n3CCCCC2)CC1)N1CCN(c2cccc(Cl)c2)CC1 | 0.0%
COc1cccc(CN2CC(C(=O)NC3CCC3)CCC2=O)c1 (stereo not given) | 0.2%
c1ccc2c(c1)CCc1ccccc1C2=C1CCNCC1 | 0.1%
COc1ccc(OCCOc2ccc(S(=O)(=O)N3CCCC3)cc2[N+](=O)[O-])cc1 | 0.0%[50 µM]
CN1CCN(S(=O)(=O)c2cccc(C(=O)Oc3cccc(C#N)c3)c2)CC1 | 1.4%[50 µM]
CCC1Oc2ccc(C)cc2N(CC(=O)NCC2CCCO2)C1=O (stereo not given) | 0.4%
COc1ccc2c(CCNC(=O)/C=C/c3ccc(OC)c(OC)c3)c[nH]c2c1 | 0.0%
COc1ccc(S(=O)(=O)N2CCCC2CNC(=O)C(=O)NCc2ccccn2)cc1 (stereo not given) | 0.3%[50 µM]
COc1ccc(-c2cc3c(=O)n(CC(=O)NCCCN4CCC(N5CCCCC5)CC4)nc(C)n3n2)cc1 | 2.2%
CC1CC1C(=O)OCC(=O)Nc1cc(S(=O)(=O)N2CCCCC2)ccc1Cl (stereo not given) | 0.2%[50 µM]
CC1(C)Cc2c(sc(NC(=O)COc3ccc(Cl)cc3)c2C#N)C(C)(C)N1 | 0.3%
COc1ccc(NC(=O)CCC(=O)N2CCC(c3ccccc3)=N2)cc1S(=O)(=O)N1CCCCC1 | 0.2%[50 µM]
COc1ccc(NS(=O)(=O)c2ccc3oc(=O)c4[nH]c(=O)c(=O)n(C)c4c3c2)cc1 | 0.2%
O=C(Nc1ccccc1C(=O)N1CCOCC1)c1ccc(Br)cc1 | 1.3%[50 µM]
CC1CCCN(S(=O)(=O)c2ccc([N+](=O)[O-])cc2)C1 (stereo not given) | 0.8%

# The final 4 compounds of the part before come first, to join the parts.
SMILES | UTI89 phage lysis
COc1ccc(NC(=O)CCC(=O)N2CCC(c3ccccc3)=N2)cc1S(=O)(=O)N1CCCCC1 | 0.2%[50 µM]
COc1ccc(NS(=O)(=O)c2ccc3oc(=O)c4[nH]c(=O)c(=O)n(C)c4c3c2)cc1 | 0.2%
O=C(Nc1ccccc1C(=O)N1CCOCC1)c1ccc(Br)cc1 | 1.3%[50 µM]
CC1CCCN(S(=O)(=O)c2ccc([N+](=O)[O-])cc2)C1 (stereo not given) | 0.8%
COc1cc2c(cc1OC)CN(C(=O)C(CCSC)NS(=O)(=O)c1ccc(C)cc1)CC2 (stereo not given) | 0.2%
CCN(c1ccccc1)S(=O)(=O)c1ccc(OC)c(NC(=O)C2CC2)c1 | 0.2%[50 µM]
CCCCOc1ccc(C(=O)N(CC)CC(=O)NCc2cccs2)cc1 | 2.3%
CCCC[C@@H]1CN=C(N)N1CCCC | 2.7%
Cc1cccc(CC(=O)Nc2ccc(C(=O)N3CCOCC3)cc2)c1 | -1.2%[50 µM]
COc1ccc(CCNC(=O)COC(=O)Cc2ccccc2F)cc1 | -0.2%
CC(C)NC(=O)N(C)C[C@@H]1Oc2c(NC(=O)C3CCOCC3)cccc2C(=O)N([C@@H](C)CO)C[C@H]1C | 0.3%
Cc1cccc(NC(=O)NNC(=O)CCc2ccccc2)c1 | 1.1%[50 µM]
O=C(c1ccccc1)N1CCCC(C(=O)N2CCCCC2)C1 (stereo not given) | 4.0%
CCN1CCN(C(=S)NC(=O)c2cc(OC)c(OC)c(OC)c2)CC1 | 0.8%[50 µM]
COc1cc2c(C#Cc3cccnc3)c(-c3ccsc3)oc(=O)c2cc1OC | 1.2%
C/C=C/c1ccc(O)c(OC)c1 | -1.8%
CS(=O)(=O)N(CC(=O)N1CCC(C(N)=O)CC1)Cc1ccc(Cl)c(Cl)c1 | -0.8%
CCN(CC)CCN(C(=O)c1ccc(S(=O)(=O)N2CCCC2)cc1)c1nc2cc(C)cc(C)c2s1 | 0.0%
COc1ccc([C@H]2CC(=O)C=C(c3ccc(NC(C)=O)cc3)C2)cc1OC | 2.4%
CCC(C)(C)NC(=O)CN(C(=O)c1ccc(N2CCCC2)nc1)c1ccc(F)cc1 | 0.1%
CCCCn1c(N)c(N(CCC(C)C)C(=O)C2CC(=O)N(c3ccccc3OCC)C2)c(=O)[nH]c1=O (stereo not given) | 0.7%[50 µM]
O=c1cc(CN2CCN(S(=O)(=O)c3ccccc3)CC2)nc2ccc(Cl)cn12 | 0.1%[50 µM]

# High-throughput results (PubChem)
